# OPRM1-OPRD1 ag: OPRM1-OPRD1 heterodimerization agonism. P35372+P41143. cells, luminescence. activation, % at 9.3 µM. actives 0.3% (n = 340,000). AID 504326; in the data active means activation above about 18%;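 further: 0% = vehicle-treated cells and 100% = reference agonist; values of inactives mirror those of a sister screen read the other way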
# phage Ecoli inh: E. coli growth loss with phage present; growth absorbance; inhibition, % at 11.9 µM; actives 0.26% (n = 360,000); AID 651602; in the data active means inhibition above about 11%
# DSG3 Ab inh: blocks pemphigus antibody binding to human desmoglein-3; P32926; DSG3-coupled beads, scFv-anti-DSG3-GFP binding, flow cytometry; stronger effect = lower value; binding (percent of control), % at 10 µM; actives 0.48% (n = 310,000); AID 588358;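 active means binding more than 3 SD below its plate's average and above zero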;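 further: hits lower antibody fragment binding to DSG3; some compounds called inactive have numbers as strong as hits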
# OPRM1-OPRD1 inv: mu-delta opioid heterodimer inverse agonism; P35372+P41143; cell-based MOR-DOR heterodimer luminescence; inhibition, % at 9.3 µM; actives 0.21% (n = 340,000); in the data active means inhibition above about 22%, passing the limit was not always enough;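 further: 0% = cells with DMSO and 100% = wells without cells with DMSO; values of inactives mirror those of a sister screen read the other way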
# HTR5A ag ctr: HTR5A agonism, opioid heterodimer counter-screen; P47898; HTR5A agonist assay, luminescence, cell-based; activation, % at 9.3 µM; actives 0.61% (n = 340,000); AID 504692; in the data active means activation mostly above about 9.5%, no sharp cut-off; inactive means mostly below about 7.6%;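 further: 0% = cells with vehicle only and 100% = reference agonist; strong numbers were not always called active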
# Target sequence (P47898 whole entry, looked up): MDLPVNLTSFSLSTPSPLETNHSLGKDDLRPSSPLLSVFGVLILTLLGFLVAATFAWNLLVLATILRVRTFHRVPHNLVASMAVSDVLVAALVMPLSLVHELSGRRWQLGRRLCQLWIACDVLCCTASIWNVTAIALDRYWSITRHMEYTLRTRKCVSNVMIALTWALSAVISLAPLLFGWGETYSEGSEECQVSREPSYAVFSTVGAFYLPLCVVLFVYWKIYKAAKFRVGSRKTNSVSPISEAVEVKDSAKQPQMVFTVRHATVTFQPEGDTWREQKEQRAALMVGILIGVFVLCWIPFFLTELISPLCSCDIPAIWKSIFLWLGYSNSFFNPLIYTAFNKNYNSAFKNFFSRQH
# HTR5A inv ag: counter-screen for OPRM1-OPRD1 inverse agonists: human HTR5A inverse agonism. actives 0.083% (n = 340,000). HTR5A cell line, luminescence. inhibition, % at 9.3 µM. P47898. AID 504634; in the data active means inhibition mostly above about 23%, no sharp cut-off; inactive means mostly below about 18%;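 further: 0% = cells with DMSO and 100% = no-cell wells with DMSO; some compounds called inactive have numbers as strong as hits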
# AddAB inh: less growth of phage-infected E. coli with AddAB. actives 0.29% (n = 330,000). inhibition, % at 11.9 µM. E. coli expressing H. pylori AddAB, absorbance growth; in the data active means inhibition above about 12%;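 further: 0% = vehicle wells of infected cells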
# Mot1-301 SUMO: inhibitors of SUMOylation pathway: yeast Mot1-301 growth rescue. S. cerevisiae Mot1-301 growth rescue, ATP luminescence, 38.5C; percent above DMSO median, 100 means doubled. actives 1% (n = 320,000). growth rescue, % at 18.8 µM. AID 2716;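 active means every valid replicate shows activation above 250% relative to neutral control wells; inactive means the rest, any valid replicate at or below 250%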;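 further: OY570 slx delta 5 strain wells were the positive control but not used for scaling; some compounds called inactive have numbers as strong as hits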
# PKA-R1A activ: activates the PKA-R1A holoenzyme complex; P00514+P68181; PKA-R1A dissociation, Cy5-IP20 fluorescence polarization; scaled: DMSO 0%, 113 µM cGMP 100%; activation, % at 11.4 µM; actives 0.083% (n = 340,000);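 active means percent activation above the mean of all tested compounds plus 3 SD, cut at about 19% in these data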;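 further: higher means more PKAc released from R1A so a rise in polarization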
# PfHsp90 yeast 2: growth inhibition of yeast expressing Plasmodium Hsp90; S. cerevisiae expressing PfHsp90, BacTiter-Glo ATP, 48 h; yeast lacking PDR1 and PDR3 efflux regulators; inhibition, % at 9.4 µM; actives 0.32% (n = 310,000); AID 504621;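 active means every replicate shows inhibition above about 80%, whatever the replicate mean, limit read from the data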;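 further: 0% = DMSO neutral controls and 100% = 20 µM radicicol positive controls; yeast relying on Plasmodium falciparum Hsp90 in place of its own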
# Ecoli viability: counter-screen for AddAB inhibitors: E. coli growth inhibition; E. coli V3065 growth, OD600 absorbance, 18 h; inhibition, % at 11.9 µM; actives 0.27% (n = 330,000); AID 449728;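 active means inhibition above the campaign's mean inhibition across all tested compounds plus 3 SD, cut at about 9.9% in these data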;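 further: uninfected addAB+ strain grown without phage in ampicillin broth; 0% = DMSO wells and 100% = ciprofloxacin 0.95 µg/ml wells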
# An asterisk follows results filed as active; nt = no result given.
SMILES,OPRM1-OPRD1 ag,phage Ecoli inh,DSG3 Ab inh,OPRM1-OPRD1 inv,HTR5A ag ctr,HTR5A inv ag,AddAB inh,Mot1-301 SUMO,PKA-R1A activ,PfHsp90 yeast 2,Ecoli viability
Cc1sc2ncn(CC(=O)NCC3COc4ccccc4O3)c(=O)c2c1S(=O)(=O)N1CCOCC1 (stereo unspecified),-2.6,4.7,100,13,0,0,-0.8,-6,2,4,-0.8
COC(=O)C(Cc1ccccc1)NC(=O)CCC(=O)NC(C)CCc1ccccc1 (stereo unspecified),-1.6,0.7,106,8,5,-15,0.2,-14,-8,16,0.3
O=C(CCN1CCc2ccccc2C1)Nc1ccccc1,0.5,-2.8,nt,-3,4,2,-1.6,-1,-2,1,0.5
O=c1cc(-c2ccccc2)nc2cc(-c3ccco3)[nH]n12,-1.9,-0.3,122,8,-3,9,0.7,-19,-2,-24,-1.6
O=S(=O)(Nc1ccc2cn[nH]c2c1)c1cc(Br)ccc1Br,1.0,1.8,88,-5,3,-11,0.3,3,9,nt,0.4
O=C(Nc1ccc2nc(-c3ccco3)[nH]c2c1)c1ccco1,1.3,3.3,106,-7,0,2,0.4,-13,-11,nt,1.4
COc1cccc(NC(=O)Nc2nnc(Cc3ccccc3F)s2)c1,2.7,2.3,92,-15,9,-34,-1.6,-1,10,-7,0.5
C/C(=N\OCC(=O)Nn1c(=O)[nH]c2ccccc2c1=O)c1cccs1,-1.9,2.5,98,10,3,-7,0.6,14,4,-19,-0.7
CC(=O)c1ccccc1N(C(=O)c1ccco1)C(C(=O)NC1CCCC1)c1ccc(N2CCOCC2)cc1 (stereo unspecified),-0.8,-0.3,113,4,-1,-24,-2.5,9,4,nt,-1.7
CCC(c1nnnn1Cc1ccc2c(c1)OCO2)N1CCN(c2ccccc2)CC1 (stereo unspecified),-0.1,0.6,100,0,-2,8,1.9,34,-9,21,-0.5
C=CCNC(=O)CN(Cc1ccccc1)S(=O)(=O)c1ccccc1,-3.4,0.2,104,16,-5,18,0.5,-4,4,14,-1.5
O=C(COC(=O)Cc1ccccc1[N+](=O)[O-])NCc1ccc(F)cc1,-3.3,2.8,100,17,4,-10,3.7,-16,-3,1,-0.8
CC(C)CC(=O)Nc1ccccc1N1CCOCC1,-1.2,1.0,98,6,-1,-12,3.2,-9,-1,-12,0.8
O=S(=O)(c1ccccc1)N1CCCC1c1nc2ccccc2s1 (stereo unspecified),0.2,1.7,nt,-2,3,-8,1.8,nt,8,-23,-0.9
COC(=O)[C@@H]1C[C@H]1[C@@H](NC(=O)c1ccccc1)c1ccccc1,-1.4,-0.6,101,8,-7,9,4.7,6,-6,17,0.6
CC(C)n1cc(C(=O)c2ccccc2O)cc(C#N)c1=O,-3.5,0.3,nt,16,0,-1,-0.6,18,-10,13,-0.7
COC(=O)c1ccc(/C=N/NC(=O)C(=O)N2CCCCCC2)cc1,-2.0,-0.9,102,10,6,-23,-2.0,-2,-10,-3,-3.5
Cc1ccc(C(=O)C2CCN(S(=O)(=O)c3c(C)noc3C)CC2)cc1,nt,-1.9,110,nt,nt,nt,4.1,-3,nt,nt,0.5
COc1cc(C)nc(N2CCCC(C(=O)Nc3ccccc3Br)C2)n1 (stereo unspecified),-1.9,4.7,107,9,-1,9,1.1,nt,2,15,-1.8
COc1ccc(S(=O)(=O)N2CCCN(CC(=O)Nc3ccc(OC)c(Cl)c3)CC2)cc1,-0.6,1.1,101,4,4,9,1.5,-5,0,-16,-0.7
O=C(Nc1ccc(F)c([N+](=O)[O-])c1)c1ccc2c(c1)OCCO2,-0.1,3.9,106,1,-4,-12,6.0,154,-14,4,-1.6
COC(=O)c1ccc(Cn2cc(Cl)cn2)cc1,-1.8,2.9,nt,11,24*,-64,1.3,652*,0,-3,0.0
Cc1ccc(Cl)cc1NC(=O)c1cc(NC(=O)CCCC(=O)O)ccc1N1CCCCC1,-1.6,0.5,112,8,4,-15,0.6,5,-4,-10,-1.4
Cc1ccc(S(=O)(=O)c2nc(-c3ccccc3Cl)oc2N(C)C)cc1,1.8,-0.5,108,-10,3,3,3.1,6,3,-3,1.7
Cc1cc(N)n(-c2ccc3ccccc3c2)n1,-2.6,3.5,96,14,3,-10,0.3,nt,5,nt,-0.2

# The list continues:
SMILES,OPRM1-OPRD1 ag,phage Ecoli inh,DSG3 Ab inh,OPRM1-OPRD1 inv,HTR5A ag ctr,HTR5A inv ag,AddAB inh,Mot1-301 SUMO,PKA-R1A activ,PfHsp90 yeast 2,Ecoli viability
CC(C(=O)Nc1ccccc1)N1CCN(C(=O)c2ccco2)CC1 (stereo unspecified),-2.2,3.7,102,12,3,-12,-0.9,1,-10,5,-0.9
Cc1cc2ccccn2c1C(C[N+](=O)[O-])c1ccc(N(C)C)cc1 (stereo unspecified),0.2,1.9,108,-1,-4,5,5.0,6,-8,0,-3.7
COc1ccc(S(=O)(=O)N2CCCCC2)cc1NC(=O)CCNC(=O)c1ccccc1Cl,-3.6,-2.5,117,14,1,-3,4.8,nt,-13,13,-2.0
Cc1sc2ncnc(N3CCC(C(=O)Nc4nnc(SCc5ccccc5F)s4)CC3)c2c1C,0.5,-0.1,99,-3,2,-6,-2.4,-3,-3,-22,-0.9
COc1ccccc1NC(=S)N(CCCN(C)C)Cc1cc2cc3c(cc2[nH]c1=O)OCO3,1.8,2.2,100,-8,-3,9,4.7,-19,5,-6,0.2
Cc1nc([N+](=O)[O-])c(SCC(O)CCl)n1Cc1ccc(Cl)cc1 (stereo unspecified),-0.8,3.0,92,4,-3,8,4.7,-12,-5,15,0.6
O=C(Nc1ccc(N2CCCC2)cc1)c1cccc(-c2cc3ccccc3oc2=O)c1,-2.1,1.9,72,10,3,-8,4.7,2,1,9,-0.3
Cc1cc(NCCCn2ccnc2)n2nc(-c3ccc(Cl)cc3)cc2n1,-3.4,3.8,112,17,4,8,0.8,21,2,-35,-4.5
COc1cc(CNCCCN2CCOCC2)ccc1OCC(=O)NC(C)(C)C,-1.3,4.3,110,6,-1,23,0.9,nt,-10,nt,-0.1
CCCc1cc(=O)oc2c(C)c(O)c(CN3CCCCC3)cc12,-2.0,-4.7,103,10,-4,14,3.6,-7,-2,nt,2.7
COc1cc(NC(=O)c2cc(-c3ccccc3)on2)cc(OC)c1OC,-0.7,1.2,91,3,2,-8,6.8,9,-12,-3,1.6
CC(=O)Nc1ccc(S(=O)(=O)NCCS(=O)(=O)N2CCN(c3ccccc3)CC2)cc1,-2.9,1.7,106,15,1,-20,2.4,-11,11,-5,-1.7
CCCN(CCC)CC(O)CN(c1cc([N+](=O)[O-])ccc1OC)S(=O)(=O)c1ccccc1 (stereo unspecified),0.4,4.3,93,-2,2,-18,-0.7,-4,5,-7,-3.0
O=C(COC(=O)c1ccccc1)Nc1cc(S(=O)(=O)N2CCCCCC2)ccc1Cl,-1.3,0.9,94,5,2,-6,1.9,-7,-5,13,-0.5
CCC(C(=O)NCCc1ccc(S(N)(=O)=O)cc1)c1ccccc1 (stereo unspecified),-2.5,1.0,105,13,2,-10,-1.6,1,-7,-9,-1.7
CC(=O)NC/C(C)=N\Nc1ccc([N+](=O)[O-])cc1,-4.1,5.9,110,21,-5,5,0.0,279*,1,-6,0.2
O=C(Cc1coc(-c2ccc(F)cc2)n1)NC1CCCCC1,-2.3,4.8,119,13,1,-5,2.0,-8,-2,7,0.5
COc1ccc(N2CCN(C(=O)Cc3ccc(OC)c(OC)c3)CC2)cc1,-0.1,-1.6,113,1,-3,-17,0.5,10,11,-21,0.7
COc1cc(NC(=O)C/C(C)=N/NC(=O)C(=O)NC2CCCCC2)c(OC)cc1Cl,-0.6,1.7,94,3,-4,12,0.8,nt,14,-25,1.1
O=C(COc1cc2oc(=O)c3c(c2cc1Cl)CCC3)Nc1ccc(CN2CCOCC2)cc1,-1.6,2.0,104,8,3,5,1.7,27,-2,-5,2.7
COc1cccc(NC(=O)CSc2nnc(-c3cccs3)n2C)c1,-3.1,4.0,101,17,10*,-37,3.5,127,-9,14,0.7
Oc1c(C(c2cccs2)N2CCOCC2)sc2ncnn12 (stereo unspecified),0.4,0.6,107,-2,14,-42,2.5,14,4,-2,0.3
Cc1ccc(CC(=O)Nc2ccc(S(=O)(=O)N3CCOCC3)cc2)cc1,1.6,2.6,nt,-11,4,-16,2.0,122,0,11,-2.5
CCN1CCN(Cc2c(O)ccc3c(=O)c(-c4ccc(OC)c(OC)c4)c(C(F)(F)F)oc23)CC1,-1.7,3.0,96,9,-3,1,-0.8,-10,-6,10,0.8
Cc1ccc2nc(N(CCCN(C)C)C(=O)CN3C(=O)c4ccccc4C3=O)sc2c1,-1.5,0.5,99,8,1,-4,1.0,-1,5,4,0.3
O=c1[nH]cc(N(CCO)CCO)c(=O)[nH]1,-2.1,1.8,103,11,-2,14,-1.2,5,-9,18,1.1
CS(=O)(=O)c1cccc(-c2csc(N3CCC(C(N)=O)CC3)n2)c1,-0.6,2.9,89,3,12,-34,0.8,14,-7,-16,-2.7
CC(Cl)C(=O)Nc1ncc(C(F)(F)F)cc1Cl (stereo unspecified),-1.7,0.9,97,9,1,-8,-0.9,6,-6,-11,-2.0

# Source: PubChem
